PHOSPHO1 inh – inhibitors of human PHOSPHO1 phosphatase | recombinant PHOSPHO1, absorbance phosphatase assay | inhibition, % at 13.3 µM | actives 1.1% (n = 290,000) | AID 1565; in the data active means inhibition above about 60%
Target sequence (Q8TCT1 whole entry, looked up): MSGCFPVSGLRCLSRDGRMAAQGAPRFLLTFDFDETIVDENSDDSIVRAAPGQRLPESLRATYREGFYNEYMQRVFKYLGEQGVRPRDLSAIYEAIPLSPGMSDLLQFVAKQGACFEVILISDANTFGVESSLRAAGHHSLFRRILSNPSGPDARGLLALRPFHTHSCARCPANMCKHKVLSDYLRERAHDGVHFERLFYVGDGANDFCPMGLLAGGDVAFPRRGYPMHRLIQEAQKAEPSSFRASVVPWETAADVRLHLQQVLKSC
GalR3 antag – human GalR3 antagonism; actives 0.44% (n = 360,000); HEK293 GalR3-CNG cAMP membrane potential fluorescence; galR3 body fused to GalR1 C-terminus; inhibition, % at 3 µM; O60755; AID 651719;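 active means inhibition above the screen-wide average plus 3 SD, cut at about 13% in these data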;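 further: forskolin and galanin both at EC90 stimulate the cells; cAMP rise reported by CNG channel membrane potential dye signal; 0% = forskolin plus galanin with DMSO and 100% = forskolin alone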
Target sequence (O60755 1-299 limits assumed): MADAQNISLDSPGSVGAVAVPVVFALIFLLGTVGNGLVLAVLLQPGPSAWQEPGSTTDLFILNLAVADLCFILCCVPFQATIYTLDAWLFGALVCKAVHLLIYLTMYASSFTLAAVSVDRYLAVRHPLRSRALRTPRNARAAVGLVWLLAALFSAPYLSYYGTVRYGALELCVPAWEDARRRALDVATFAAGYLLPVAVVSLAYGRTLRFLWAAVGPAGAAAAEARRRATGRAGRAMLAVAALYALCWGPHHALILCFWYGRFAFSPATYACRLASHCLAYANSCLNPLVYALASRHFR
OXTR ag – activates the human oxytocin receptor; CHO-OTR cells, Fluo-8 calcium fluorescence; normalized: DMSO 0%, oxytocin 100%; activation, % at 3 µM; P30559; actives 0.32% (n = 320,000);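 active means activation above the mean of all tested compounds plus 3 SD, cutoff set per screening run, cut at about 20% in these data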;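 further: peak over basal fluorescence ratio from a 100 s FLIPR kinetic read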
FID counter – fluorescent intercalator displacement, NS3 helicase counter-screen; DNA fluorescent intercalator displacement, fluorescence; inhibition, % at 7.9 µM; actives 0.17% (n = 290,000); AID 1845; in the data active means inhibition above about 37%;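 further: 0% = vehicle and 100% = reference compound; higher means more ethidium bromide displaced from hairpin DNA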
VIM-2 inh – blocks Pseudomonas aeruginosa VIM-2 metallo-beta-lactamase | purified VIM-2, nitrocefin hydrolysis, epi-absorbance fluorescence | inhibition, % at 5.6 µM | actives 0.89% (n = 290,000);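 active means inhibition above the mean of all tested compounds plus 3 SD, cutoff set per screening run, cut at about 7.5% in these data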;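 further: red hydrolysis product quenches plate fluorescence so inhibitors raise well fluorescence; 0% = enzyme with DMSO and 100% = DMSO without enzyme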
V1aR counter – counter-screen for oxytocin receptor agonists: human V1a receptor agonists | AID 2797 | actives 0.25% (n = 320,000) | P37288 | activation, % at 3 µM | CHO-V1R cells, Fluo-8 calcium fluorescence, agonist mode; 0% DMSO, 100% 3 nM vasopressin;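 active means activation above the mean activation of all tested compounds plus 3 SD, per screening run, cut at about 20% in these data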;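 further: signal is peak over basal fluorescence ratio across a 100 second FLIPR read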
IMP-1 inhibitor – inhibitors of Pseudomonas aeruginosa IMP-1 metallo-beta-lactamase; actives 0.45% (n = 290,000); AID 1556; purified IMP-1, nitrocefin hydrolysis, epi-absorbance fluorescence; inhibition, % at 5.6 µM;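 active means inhibition above the mean plus 3 SD of all compounds in the same screening run, cut at about 4.5% in these data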;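 further: 0% = IMP-1 with DMSO and 100% = DMSO wells lacking enzyme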
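System: purified IMP-1 / Input: IMP-1 dispensed at 0.2 nM / Medium: 50 mM HEPES pH 7.1, 50 µM ZnSO4, 0.05% Brij 35 / Timing: 15 min enzyme–compound preincubation, then 25 min nitrocefin reaction, 25 °C / Technique: plate fluorescence quenching by hydrolysis product, ex 480/em 530 nm / Repeats: singlicate testing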
GPR7 antag – blocks human GPR7 receptor signaling | P48145 | GPR7-expressing cells, fluorescence antagonist assay | inhibition, % at 4.4 µM | actives 1.1% (n = 290,000) | AID 1861; in the data active means inhibition above about 16%, passing the limit was not always enough;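 further: cells stimulated with the agonist NPW; 0% = agonist with vehicle and 100% = vehicle without agonist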
Target sequence (P48145 whole entry, looked up): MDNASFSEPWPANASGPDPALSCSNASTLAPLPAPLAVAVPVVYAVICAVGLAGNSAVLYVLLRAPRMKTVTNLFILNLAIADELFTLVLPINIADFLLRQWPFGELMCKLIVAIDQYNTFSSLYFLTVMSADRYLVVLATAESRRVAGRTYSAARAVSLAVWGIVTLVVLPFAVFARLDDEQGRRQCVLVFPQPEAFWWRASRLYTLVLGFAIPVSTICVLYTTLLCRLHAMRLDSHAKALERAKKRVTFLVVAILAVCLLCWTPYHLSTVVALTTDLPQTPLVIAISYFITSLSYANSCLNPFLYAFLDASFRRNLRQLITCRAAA
HCV NS3 hel inh – blocks Hepatitis C virus NS3 helicase unwinding. NS3 helicase DNA unwinding, Cy5 molecular beacon fluorescence. inhibition, % at 10.9 µM. actives 0.56% (n = 290,000). AID 1800;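 active means inhibition above the mean of all tested compounds plus 3 SD, set per campaign, cut at about 35% in these data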;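 further: 0% = DMSO wells and 100% = thioflavine S control wells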
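System: HCV NS3 helicase fragment; control set: DMSO and thioflavine S; technique: Cy5 fluorescence at 0 and 60 min, beacon hairpin quenching; reagent: beacon DNA duplex substrate plus ATP; replicates: singlicate; schedule: 1 h reaction at 25 °C, ATP-initiated; medium: MOPS buffer pH 6.5 with MgCl2, DTT, Tween20, BSA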
The depositor's hits bear a star; . = not tested or not shown.

Every second line gives: OXTR ag	GalR3 antag	HCV NS3 hel inh	PHOSPHO1 inh	VIM-2 inh	V1aR counter	IMP-1 inhibitor	GPR7 antag	FID counter
CCN(CC)C(=O)Cn1cc(S(=O)(=O)CC(=O)Nc2ccc(OC)c(OC)c2)c2ccccc21
    -0.4	-2	14	46	-1.4	-0.9	-0.6	-11	-31
COc1ccc(CC(=O)N2CCOCC2)cc1OC
    -0.3	-1	-4	18	-1.0	0.7	-0.7	7	3
O=C(Nc1ccc(F)cc1)c1ccc2[nH]c(=O)c(=O)[nH]c2c1
    -0.3	1	-1	-11	-1.1	-0.2	-1.5	-3	-7
O=C(CSc1ccccc1)Nc1ccc(N2CCOCC2)cc1
    -0.1	0	19	-9	-4.3	-0.5	-2.8	6	-6
C(=C\c1ccccc1)/CSc1nnc(-c2cccnc2)n1Cc1ccco1
    -0.5	-4	12	70*	-2.2	0.1	-1.8	8	-23
COc1ccc(NC(=O)C2CCCCN2N)cc1OCC(C)C (stereo unspecified)
    -1.6	-8	7	8	0.0	-0.9	2.1	16	-7
CC(C)Oc1ccc(CNC(=O)Oc2ccccc2)cc1
    .	-2	-13	29	0.2	.	-0.2	-3	-22
CC(=O)Nc1nnc(SCC(=O)Nc2ccc(N3CCOCC3)c(Cl)c2)s1
    0.6	6	13	-178	-2.0	-0.3	-1.1	-12	3
CC1=CC(C)(C)N(C(=O)CCl)c2ccccc21
    -2.1	-6	10	45	-3.0	-0.7	-1.7	-6	-2
Cc1ccccc1NCc1ccc([N+](=O)[O-])s1
    -1.8	-7	0	.	-1.4	-0.4	-1.5	-2	15
CCCc1c(O)nc(SCC(=O)NCCc2ccc(OC)c(OC)c2)[nH]c1=O
    0.2	-2	-3	17	-0.5	0.5	-1.9	-18	-2
Cc1cc(=O)[nH]c(N/N=C/c2c[nH]c3ccccc23)n1
    -0.5	-7	5	28	-5.9	0.6	-3.8	-8	-5
COC(=O)COc1cccc(NS(=O)(=O)c2cccc([N+](=O)[O-])c2)c1
    5.2	-5	0	-25	-0.7	4.8	-2.0	-10	1
O=C(O)CCC(=O)N1CCN(c2nc(-c3ccccc3Cl)c3cc(Br)ccc3n2)CC1
    2.7	3	-89	42	1.4	1.5	1.6	2	-7
CCCCc1nc(C(N)=O)c2[nH]c(=O)n(-c3ccc(OC)c(OC)c3)c2n1
    -0.9	.	-8	18	-2.4	-0.4	-2.0	-10	-31
CCCCc1sc(-c2c(C#N)c(N)nc3c2CCCCC3)cc1[N+](=O)[O-]
    -0.6	0	3	23	-1.9	-0.3	-1.8	4	-5
Cc1cc(C(=O)NNc2cc(Cl)ccc2Cl)no1
    0.1	-2	-4	23	-0.8	0.2	-1.0	4	-2
COc1ccc2cc(S(=O)(=O)NCCCN3CCOCC3)ccc2c1
    5.7	-6	-2	16	2.5	10	-4.4	-4	5
CCc1ccc(NC(=O)CCc2ccc(C)o2)cc1
    -2.3	12	5	-2	-2.5	-0.6	-4.8	-2	-11
COc1ccc(OCCCC(=O)NCCc2nc3ccccc3[nH]2)cc1
    -1.9	6	-4	32	-5.6	-0.1	-2.8	-8	-5
O=C(NC(NCc1ccccn1)(C(F)(F)F)C(F)(F)F)c1ccco1
    -0.4	-6	8	12	-5.0	1.3	-0.3	-7	-2
COc1ccc(CNC(=O)C(NS(=O)(=O)c2cccc3nsnc23)C(C)C)cc1 (stereo unspecified)
    0.1	3	0	60	-1.5	1.5	0.2	-15	-8
O=C(NCCN1CCN(C(=O)c2cccs2)CC1)C(=O)Nc1ccc(Br)cc1
    3.2	-5	-4	7	-2.2	6.4	-1.2	-7	-25
Cc1ncc([N+](=O)[O-])n1CC(=O)Nc1cc(Cl)ccc1Cl
    0.0	-4	17	33	0.0	1.2	-1.2	4	-2
Cc1nc2ccccn2c1C(=O)N=Nc1c(O)[nH]c2ccccc12
    -0.5	6	1	-7	-1.2	1.5	-3.0	-7	3
CC1CCCCC12NC(=O)N(CC(=O)NC1CCCc3ccccc31)C2=O (stereo unspecified)
    -1.7	-1	-1	11	-0.7	-0.6	0.9	-11	-4
Cc1cc(C)nc(SCCC(=O)Nc2cccc3ccccc23)n1
    -2.4	-4	-6	-19	-1.4	-0.6	-2.0	-11	-14
C=CCC1c2cccc(C(=O)O)c2C(=O)N1c1cccc(OC)c1 (stereo unspecified)
    0.1	-5	0	8	3.5	-0.6	-3.6	-3	-4
CCN(CC)CC(=O)Nc1cc(N(C)C)nc2ccccc12
    -2.3	-4	-7	16	-0.6	-2.3	-2.4	-8	49*
COc1ccc(N2CCN(C(C)C(=O)N3CCc4ccccc43)CC2)cc1 (stereo unspecified)
    0.4	-10	14	35	1.2	1.4	-0.3	5	-7

Limited to HCV NS3 hel inh, for some of the entries so far:
structure	HCV NS3 hel inh
Cc1ncc([N+](=O)[O-])n1CC(=O)Nc1cc(Cl)ccc1Cl	17
Cc1nc2ccccn2c1C(=O)N=Nc1c(O)[nH]c2ccccc12	1

(further entries)
Every second line gives: OXTR ag	GalR3 antag	HCV NS3 hel inh	PHOSPHO1 inh	VIM-2 inh	V1aR counter	IMP-1 inhibitor	GPR7 antag	FID counter
Cc1cc(C)c(NC(=O)NC2CCCCC2)c(C)c1
    -1.1	-4	1	-5	-2.2	-0.5	-2.2	-20	1
O=C(/C=C/c1cccc(Cl)c1)NCc1ccncc1
    -0.9	-2	18	15	-0.2	0.8	-2.2	-4	-15
C=CCN1C2CCCC1CC(NC(=O)Nc1cccc(C(C)=O)c1)C2 (stereo unspecified)
    1.1	-3	-2	-37	-1.4	1.0	-2.4	-5	2
O=C1CSc2ccc(S(=O)(=O)NCc3ccc(F)cc3)cc2N1
    -1.0	-6	0	11	-5.8	0.7	-3.0	-17	-8
COc1ccc(C(CNC(=O)c2cccc(N(C)C)c2)N2CCCC2)cc1 (stereo unspecified)
    0.1	-4	-21	14	-2.0	-0.5	-2.0	-4	-1
CC(=O)Nc1ccc(S(=O)(=O)N2CCN(CCc3ccccc3)CC2)cc1
    1.6	-7	-7	24	-0.3	1.9	-3.4	13	-6
O=C(O)C12CC3CC(C1)CC(n1ncc(N4CCN(c5ccccc5)CC4)c(Cl)c1=O)(C3)C2
    0.1	-2	12	-12	-2.6	0.1	-0.1	-10	-53
O=C(COC(=O)C1CCN(S(=O)(=O)c2cccs2)CC1)Nc1ccccc1
    3.1	0	-7	16	0.0	0.4	0.2	1	-12
COc1ccc(C2=CC(=O)OC3(CCCCC3)O2)cc1
    -1.8	-6	4	-42	-1.8	-2.0	1.5	-3	-20
CCOC(=O)c1c(C)nc2c3ccccc3ccn12
    -1.6	-2	1	-17	0.4	1.4	-3.7	-2	-15
COc1cc(CCC(=O)OCC(=O)Nc2ccc3c(c2)OCO3)cc(OC)c1OC
    2.1	-8	16	16	-4.3	3.0	-3.1	3	-25
O=S(=O)(c1ccccc1)c1nc(-c2ccccc2)oc1N1CCCC1
    -0.3	0	14	47	-0.4	-0.5	-2.6	-14	0
O=C(NCc1ccc2c(c1)OCO2)c1ccc(Br)o1
    -0.8	1	-10	20	0.2	-0.2	-3.1	16	-2
CC1CCN(C(=O)CSc2nc3ccccc3c(=O)[nH]2)CC1
    0.4	3	5	12	-1.4	0.2	-2.8	-5	4
O=C(Nc1nnc(-c2ccccc2)o1)c1nc2ccccc2s1
    88*	8	.	13	.	83*	.	.	.
CCN(CC)C(=O)CSc1ncccc1-c1nc2ccccc2[nH]1
    -1.3	1	-4	-3	-0.9	0.2	-1.0	-5	-12
O=C1C2C3CCCC3=C3CCCC3C2C(=O)N1c1ccc(F)cc1 (stereo unspecified)
    -2.4	9	0	-11	0.2	-1.3	-2.7	-2	2
O=c1[nH]c(CN2CCN(S(=O)(=O)c3ccc4ccccc4c3)CC2)nc2ccccc12
    0.0	-5	1	42	-6.9	-0.4	-2.5	-12	1
NC(=O)C1CCN(CC(=O)Nc2ccccn2)CC1
    0.0	2	-3	16	-0.4	0.2	-1.9	-13	4
Nc1c(Cl)cc2c(c1Oc1ccccc1)C(=O)c1ccccc1C2=O
    -0.1	-1	1	12	1.6	0.0	-3.2	-2	9
N/C(=N\OC(=O)c1ccc(=O)n(Cc2ccc(Cl)cc2)c1)c1ccccn1
    -0.5	5	-10	20	1.5	4.5	-1.7	-6	-32
CCOC(=O)C(C(=O)OCC)N(C#N)c1nc(N(C)C)nc(N(C)C)n1
    -2.5	-6	-18	45	0.3	-1.6	-2.0	-4	-13
CCn1c(CNc2ccc(Cl)cc2)nnc1SCc1ccccc1
    0.7	-6	0	33	-3.2	1.5	1.3	8	-28
Oc1ccc(Br)cc1C=Nc1ccc2c3c(cccc13)CC2
    12	0	48*	-20	1.6	24*	-2.0	5	-13
COCC1CCN(C(=O)C2CCC(=O)N(Cc3cccc(F)c3)C2)CC1 (stereo unspecified)
    0.5	-4	0	34	-2.4	0.2	-2.1	-12	-11
Cc1ccc(-c2nc3ccccc3c(=O)n2-c2c(C)n(C)n(-c3ccccc3)c2=O)cc1
    -1.4	0	-1	36	-4.9	0.6	-1.8	-13	-21
COc1ccccc1OCCC(=O)Nc1cccc(S(=O)(=O)N2CCCCC2)c1
    2.4	-7	3	-5	-0.4	2.7	-1.6	-8	-20
COc1ccccc1OCc1cc(C(=O)NCCN2CCCC(O)C2)no1 (stereo unspecified)
    0.1	-2	-3	19	-2.1	0.3	-1.3	-3	-7
CC(=O)c1ccc(S(=O)(=O)NCc2nnnn2-c2ccccc2)cc1
    1.6	0	6	24	-2.6	1.3	-1.7	1	-7
O=C(CN(Cc1ccccc1)S(=O)(=O)c1cccc(C(F)(F)F)c1)NC1CCCCC1
    -2.7	-10	-6	-2	-1.5	-1.1	-2.6	-6	-3
CC(C)CNc1ncnc2c1sc1nc(N3CCOCC3)c3c(c12)CC(C)(C)OC3
    -0.3	-4	-1	-11	-4.8	0.5	-0.9	-9	-6
COc1ccc(N2CCN(S(=O)(=O)Cc3ccccc3)CC2)cc1
    -0.7	-7	25	-9	-1.3	-0.4	-3.5	0	-7
CCOC(=O)c1sc(-c2ccccc2)cc1NC(=O)Nc1ccccc1
    0.8	6	0	6	-1.6	0.8	-1.8	-18	1
O=C(C1CCCN(S(=O)(=O)c2cccc3nsnc23)C1)N1CCCCCC1 (stereo unspecified)
    -0.4	0	-3	-28	0.3	0.3	-1.4	-15	-12
Cc1cc(C)cc(OC(C)C(=O)Nc2ccccc2C(=O)NCc2cccnc2)c1 (stereo unspecified)
    0.6	-8	-1	-37	-1.6	0.1	-2.6	-8	-34
O=C(CC1C(=O)NCCN1Cc1cccc(Oc2ccccc2)c1)NCCc1cscn1 (stereo unspecified)
    -0.5	-6	-13	-3	2.4	0.5	-2.0	3	-17
